High-throughput results from PubChem.
MC4R antagonist: human MC4R antagonism in cAMP assay; MC4R-expressing cells, MTII-stimulated cAMP, LANCE TR-FRET; 360,000 tested, 0.48% active; P32245; inhibition, % at 6.5 µM;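 active = inhibition above its plate's cutoff, the mean of tested wells on that plate plus 3 SD, cut at about 29% in these data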;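 also: 0% = Melanotan II alone and 100% = Melanotan II plus saturating MCL0020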
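Material – human MC4R-expressing U2OS cells · Repeats – no replicates · Detection – TR-FRET with Eu-cAMP and labeled anti-cAMP, 671 nm · Times – compound 30 min, challenge 1 h, detection 1 h · Compound – single nominal compound dose of 6.5 µM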
TLR9-MyD88 inh: blocks human TLR9 binding to MyD88; 340,000 tested, 0.21% active; inhibition, % at 4.98 µM; CHO BLA complementation TLR9-MyD88, CCF4 FRET ratio; Q9NR96+Q99836; AID 504734;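 active = inhibition above the mean over all tested compounds plus 3 SD, cut at about 21% in these data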;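 also: 0% = DMSO only wells and 100% = clavulanate BLA inhibitor control wells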
ABHD5-PLIN5 inh: inhibitors of human ABHD5-perilipin-5 interaction; Q00G26+Q8WTS1; Split G. princeps luciferase complementation, luminescence, 4 h; inhibition, % at 4 µM; 360,000 tested, 0.78% active; AID 602281;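 active = inhibition above the mean inhibition across every tested compound plus 3 SD, cut at about 22% in these data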;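 also: 0% = DMSO only wells and the 100% control is not disclosed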
NCOA2 inhibitor: inhibits human steroid receptor coactivator 2 | Q15596 | HEK293 GAL4-SRC2 luciferase reporter, luminescence | inhibition, % at 9 µM | 370,000 tested, 0.17% active | AID 651957;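 active = inhibition above the mean inhibition of all tested compounds plus 3 SD, set per campaign, cut at about 52% in these data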;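 also: 0% = DMSO treated cells and 100% = cells given Gossypol at 36 µM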
Target sequence (Q15596 whole entry, looked up, the tested form may be a part): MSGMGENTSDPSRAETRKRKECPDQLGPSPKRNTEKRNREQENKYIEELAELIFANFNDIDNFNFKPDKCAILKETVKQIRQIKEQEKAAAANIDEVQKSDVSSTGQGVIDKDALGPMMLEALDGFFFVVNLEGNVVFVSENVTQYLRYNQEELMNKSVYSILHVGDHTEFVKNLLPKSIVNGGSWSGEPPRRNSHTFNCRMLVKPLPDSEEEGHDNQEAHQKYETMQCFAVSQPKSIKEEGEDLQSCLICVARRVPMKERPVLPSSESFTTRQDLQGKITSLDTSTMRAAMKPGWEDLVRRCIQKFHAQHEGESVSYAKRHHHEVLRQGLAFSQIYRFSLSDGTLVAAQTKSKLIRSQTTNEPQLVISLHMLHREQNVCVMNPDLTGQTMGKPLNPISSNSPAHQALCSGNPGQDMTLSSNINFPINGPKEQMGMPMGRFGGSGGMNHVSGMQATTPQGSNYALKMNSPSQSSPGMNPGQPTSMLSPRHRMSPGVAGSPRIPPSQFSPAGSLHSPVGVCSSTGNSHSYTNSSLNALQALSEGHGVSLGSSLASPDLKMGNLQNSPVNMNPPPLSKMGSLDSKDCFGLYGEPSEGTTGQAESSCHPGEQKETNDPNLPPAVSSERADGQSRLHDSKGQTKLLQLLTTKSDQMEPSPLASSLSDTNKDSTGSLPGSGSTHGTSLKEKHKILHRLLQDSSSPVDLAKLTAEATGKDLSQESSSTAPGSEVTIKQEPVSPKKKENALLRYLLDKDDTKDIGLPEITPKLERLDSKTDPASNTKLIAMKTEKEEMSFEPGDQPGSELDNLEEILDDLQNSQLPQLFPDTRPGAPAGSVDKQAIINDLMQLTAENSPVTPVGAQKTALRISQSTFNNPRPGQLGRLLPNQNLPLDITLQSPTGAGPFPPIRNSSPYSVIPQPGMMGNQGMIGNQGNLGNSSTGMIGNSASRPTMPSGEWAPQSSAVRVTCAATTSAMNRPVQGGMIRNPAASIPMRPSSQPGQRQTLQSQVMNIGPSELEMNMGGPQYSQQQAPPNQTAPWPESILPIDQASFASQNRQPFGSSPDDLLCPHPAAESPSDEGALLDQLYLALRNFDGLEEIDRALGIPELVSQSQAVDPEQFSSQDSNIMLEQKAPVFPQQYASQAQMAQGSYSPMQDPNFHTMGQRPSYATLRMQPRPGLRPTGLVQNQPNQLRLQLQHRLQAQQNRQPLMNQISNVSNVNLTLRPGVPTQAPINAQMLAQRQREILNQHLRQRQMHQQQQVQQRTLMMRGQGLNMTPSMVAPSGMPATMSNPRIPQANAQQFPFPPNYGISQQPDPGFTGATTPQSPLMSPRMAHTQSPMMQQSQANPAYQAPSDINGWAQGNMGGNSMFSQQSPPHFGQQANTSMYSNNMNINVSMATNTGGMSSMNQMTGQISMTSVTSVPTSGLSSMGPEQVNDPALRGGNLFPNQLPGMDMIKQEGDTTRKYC
COUP-TFII inh: NR2F2 (human) inhibition, primary screen | P24468 | HEK293T NGFI-A luciferase reporter, luminescence | inhibition, % at 8.6 µM | 370,000 tested, 0.7% active;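 active = inhibition above a per-plate cutoff, mean inhibition of test wells between control levels plus 3 SD, cut at about 38% in these data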;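 also: cells cotransfected with COUP-TFII expression vector driving the NGFI-A reporter; 0% = median of COUP-TF2 test wells and 100% = reporter-only cells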
LMP1 NFkB inh: reduces LMP1-driven NF-kappaB luciferase signal. LMP1-induced NF-kappaB luciferase reporter cells, luminescence. inhibition, % at 12.5 µM. 350,000 tested, 0.69% active; in the data active = inhibition above about 41%;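 also: 0% = neutral control wells and 100% = reference inhibitor control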
NCOA1 inh: inhibits human SRC1 coactivator; inhibition, % at 3.6 µM; HEK293 GAL4-SRC1 luciferase reporter, luminescence; 360,000 tested, 0.12% active; Q15788;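 active = inhibition above the campaign mean plus 3 SD, with each screening campaign given its own cutoff, cut at about 60% in these data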;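 also: 0% = DMSO treated cells and 100% = gossypol at 36 µM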
NCOA3 inh: human NCOA3 inhibition; HEK293 GAL4-SRC3 luciferase reporter, luminescence; inhibition, % at 3.6 µM; 360,000 tested, 0.17% active;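 active = inhibition above a per-campaign cutoff, the mean of all compounds plus 3 SD, cut at about 60% in these data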;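 also: 0% = DMSO-treated cells and 100% = gossypol-treated cells at 36 µM; higher means less SRC3-driven luciferase light from the GAL4 reporter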
MC4R ag barr: activates human MC4R beta-arrestin recruitment; P32245; U2OS MC4R beta-arrestin complementation, luminescence; percent of melanotan II response, DMSO zero; activation, % at 8.9 µM; 360,000 tested, 0.98% active;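 active = activation above a per-plate cutoff, the mean activation of sample wells on that plate plus 3 SD, cut at about 8% in these data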
NOD2-RIPK2 inh: NOD2-RIPK2 protein interaction inhibition | CHO BLA complementation NOD2-RIPK2, CCF4 ratio | inhibition, % at 4.98 µM | 360,000 tested, 0.38% active; in the data active = inhibition above about 21%;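 also: 0% = vehicle only and 100% = reference blocker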
NR5A2 inv ag: inverse agonists of human LRH-1 (NR5A2); O00482; HEK293T StAR-luciferase reporter, LRH-1 transfected, 24 h; inhibition, % at 3.6 µM; 360,000 tested, 0.13% active; AID 602396;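 active = inhibition above the mean inhibition of all tested compounds plus 3 SD, cut at about 73% in these data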;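 also: 0% = DMSO wells and 100% = reporter-only cells lacking LRH-1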
* hit, by the source's call; . = not tested or not shown. Not all compounds are listed; rates above refer to the full screens.

SMILES	MC4R antagonist	TLR9-MyD88 inh	ABHD5-PLIN5 inh	NCOA2 inhibitor	COUP-TFII inh	LMP1 NFkB inh	NCOA1 inh	NCOA3 inh	MC4R ag barr	NOD2-RIPK2 inh	NR5A2 inv ag
CC(O)[C@H]1CNC(=O)C(=O)N1CCc1cccc(F)c1 (some centres not stated)	-4	-6	6	-25	7	0	2	-5	0.1	2	0
O=C(CN1CCCC1)Nc1ccc(OCc2ccccc2)cc1	-7	-4	2	10	-9	-5	-29	-6	0.8	0	4
O=C(Nc1ccc(Oc2cccnc2)cc1)C1CCCCN1Cc1ccc(CO)o1 (configuration not stated)	8	-3	-2	-25	-1	-1	16	-3	-2.1	-6	14
CN1c2ccccc2N(C)C1(C)c1cccc2ccccc12	0	-12	0	4	3	0	3	5	-2.2	0	-11
CCOC(=O)c1c(NC(=O)CN2CCCCC2)sc(CN(C)C)c1-c1ccccc1	4	-5	-9	-2	14	9	-11	-24	2.4	-3	13
CCCS(=O)(=O)N1CCCC(C(=O)NCCCN2CCN(c3cccc(Cl)c3)CC2)C1 (configuration not stated)	-1	-5	0	8	11	5	10	5	0.2	-3	14
Cc1ccc(CN2CCN(c3ccccn3)CC2)s1	-2	1	11	-36	-19	-11	5	2	-1.4	-12	15
COC(=O)c1c(NC(=O)CSc2nnnn2-c2ccccc2)sc2c1CCCC2	3	-9	3	13	4	6	-12	-2	-0.6	-17	-3

New compounds follow.
SMILES	MC4R antagonist	TLR9-MyD88 inh	ABHD5-PLIN5 inh	NCOA2 inhibitor	COUP-TFII inh	LMP1 NFkB inh	NCOA1 inh	NCOA3 inh	MC4R ag barr	NOD2-RIPK2 inh	NR5A2 inv ag
O=c1c(Cc2ccc(Cl)cc2Cl)c(O)ccn1CCCN1CCOCC1	2	1	2	-2	9	-1	3	17	-2.7	4	-4
Cc1ccc(NCc2nnc(SCC(=O)N3CCCCC3)n2CC2CCCO2)c(C)c1 (configuration not stated)	4	8	1	5	-9	6	-11	8	-1.9	4	-11
O=C(Nc1ccc(S(=O)(=O)Nc2nccs2)cc1)c1cnc(Cl)c(Cl)c1	25	-1	-2	22	8	4	-11	13	1.0	0	0
O=C(COc1ccccc1)Nc1nonc1NC(=O)COc1ccccc1	1	6	-4	4	0	1	-5	-15	-0.3	0	-9
C=CCN(c1ccc(F)cc1)S(=O)(=O)c1cc(C(=O)NC2CCC(O)CC2)ccc1Cl (configuration not stated)	5	-12	18	25	3	1	-1	1	4.2	8	-6
NC(=O)c1cnn2c(C(F)(F)F)cc(-c3ccc(F)cc3)nc12	15	5	3	-26	-15	5	1	10	-1.5	-3	8
N#CCCCn1c(O)c(N=NC(=O)C(O)c2ccccc2)c2ccccc21 (configuration not stated)	-12	7	8	-2	1	-8	13	8	2.4	-1	5
O=C(COC(=O)Cc1ccccc1[N+](=O)[O-])NCc1ccc(Cl)cc1	11	-1	1	10	-8	24	5	14	1.4	-15	46

Next records follow:
SMILES	MC4R antagonist	TLR9-MyD88 inh	ABHD5-PLIN5 inh	NCOA2 inhibitor	COUP-TFII inh	LMP1 NFkB inh	NCOA1 inh	NCOA3 inh	MC4R ag barr	NOD2-RIPK2 inh	NR5A2 inv ag
CCOc1ncccc1C(=O)Nc1ccc(Cl)cc1	2	-3	7	-14	5	-3	-1	-10	0.1	-12	-7
Nc1cc(=O)[nH]c(SCC(=O)Nc2cccnc2Cl)n1	13	-4	-4	-4	4	-2	9	7	0.2	-2	-14
CC(C)(C)S(=O)N1Cc2cc(C(=O)O)nc(-c3cccc(-c4cc5ccccc5o4)c3)c2[C@H]1CCO (some centres not stated)	.	.	2	-37	-12	.	-4	-12	.	-11	-25
CCc1nc(CN2CCCC(C(=O)Nc3ccc(-c4cccc(OC)c4)cc3)C2)c(C)[nH]1 (configuration not stated)	-3	8	-1	-28	-11	4	-19	-31	-0.1	6	-6
Cc1cc(C)nc(SCC(=O)N(C)CC(=O)Nc2ccccc2Br)n1	5	10	2	-29	9	-2	-20	8	-1.4	-4	12
CCc1cccc(CC)c1NC(=O)CN1CCc2cc(OC)c(OC)cc2C1	7	-7	-4	.	.	28	-7	4	-0.7	6	20
CCCc1ncc(CN2CCCCC2C(=O)Nc2ccc(Oc3ccccc3)nc2)cn1 (configuration not stated)	23	-4	-1	-11	17	0	-20	-16	-0.2	-9	6
COc1cccc(NC(=S)N(CCC(C)C)C(C)c2ccncc2)c1 (configuration not stated)	13	6	5	-9	-15	-1	-20	-20	0.2	0	-3

The listing continues:
SMILES	MC4R antagonist	TLR9-MyD88 inh	ABHD5-PLIN5 inh	NCOA2 inhibitor	COUP-TFII inh	LMP1 NFkB inh	NCOA1 inh	NCOA3 inh	MC4R ag barr	NOD2-RIPK2 inh	NR5A2 inv ag
Oc1ccc(Cl)cc1CNCc1ccc(F)c(F)c1	1	-3	1	-16	-13	-1	3	-1	1.8	-1	17
C=CCN(CC=C)CCOc1ccccc1	7	6	-1	13	17	-2	3	-2	-1.9	-5	8
Cc1noc(C)c1COc1ccc(C(=O)OCC(=O)NC(=O)C2COc3ccccc3O2)cc1 (configuration not stated)	-3	-2	-8	-4	-10	-2	12	16	0.0	-5	32
C/C(=N\Nc1cccc2cccnc12)c1ccc(N)cc1	13	-1	-2	-15	-11	-38	-55	-54	-0.2	7	-9
CC(=O)Nc1cccc(Oc2ccc3c(c2)C(=O)NC3=O)c1	3	-7	-4	-40	-8	-6	-8	-25	1.7	5	-29
O=C(NNC(=O)c1ccccc1-n1cccc1)c1cncc(Br)c1	2	3	-2	5	4	-8	-11	-11	0.9	-2	-10
COc1ccc(S(=O)(=O)N2CCCCCC2)cc1	-6	4	-1	-7	2	0	-4	9	-1.3	1	-10
COC(=O)C1=CN(c2cccc(C(F)(F)F)c2)C=C(C(=O)OC)C1c1ccc(O)c(OC)c1	13	5	0	7	2	-16	-8	-24	-1.8	-4	-4

Carrying on.
SMILES	MC4R antagonist	TLR9-MyD88 inh	ABHD5-PLIN5 inh	NCOA2 inhibitor	COUP-TFII inh	LMP1 NFkB inh	NCOA1 inh	NCOA3 inh	MC4R ag barr	NOD2-RIPK2 inh	NR5A2 inv ag
CCn1nnnc1Oc1ccc(Cl)cc1	0	-8	5	-3	-5	-4	6	6	0.8	-2	11
CCOC(=O)N1CCN(c2cc3[nH]c(=S)[nH]c3cc2F)CC1	13	0	-12	-22	0	1	7	-20	-1.2	2	1
O=C(/C=C/c1cccs1)Nc1cccnc1	-2	-5	5	-52	-20	-16	-54	-55	-0.3	9	-92
COc1ccc(CNC(=O)C2CCC(CNS(=O)(=O)c3cccc4nsnc34)CC2)cc1 (configuration not stated)	9	8	3	-3	-25	6	-14	2	-1.4	-2	-16
S=C(NC1CCCCC1)N1CCOCC1	0	-9	1	6	3	5	3	7	0.9	3	-2
CC(C)(C)SCCNS(=O)(=O)c1ccc(F)cc1	-4	-7	-7	3	6	2	16	12	3.0	-6	13
CC1(C)CC2CC(C)(CN2C(=O)c2cc(-c3ccc(O)cc3)on2)C1 (configuration not stated)	-8	3	-16	-6	-4	-12	-2	-13	8.9*	11	-5
C=CCNC(=O)COC(=O)c1ccc(Cl)c(S(N)(=O)=O)c1	-5	5	11	-2	2	1	4	12	2.0	-7	9

Additional results.
SMILES	MC4R antagonist	TLR9-MyD88 inh	ABHD5-PLIN5 inh	NCOA2 inhibitor	COUP-TFII inh	LMP1 NFkB inh	NCOA1 inh	NCOA3 inh	MC4R ag barr	NOD2-RIPK2 inh	NR5A2 inv ag
O=P(O)(O)CCP(=O)(c1ccccc1)c1ccccc1	-2	4	-3	-30	-2	12	7	9	0.9	8	0
CSc1nc2cc(C)nn2c(-c2ccc(C(C)(C)C)cc2)c1C#N	10	7	3	-38	21	20	-23	-4	0.4	-1	22
O=C(O)CSc1cnc2ccccc2n1	9	-12	-6	4	-13	-5	-16	-18	1.3	9	6
COc1ccc(-n2nnnc2SCC(=O)Nc2nnc(C)s2)cc1OC	-3	-7	0	-6	-5	-9	-3	7	0.0	-6	-2
COc1ccc(OC)c(NC(=O)c2cc(S(=O)(=O)NCc3ccco3)ccc2F)c1	0	9	8	-6	9	-6	8	-37	2.5	0	-14
Cc1ccc(-c2cc3nn(-c4ccccc4)c(N)c3c(=O)o2)cc1	-1	-1	-9	-33	-3	2	-48	-43	-2.2	0	-46
O=C(NCc1ccco1)c1ccc(CS(=O)(=O)Cc2ccc(F)cc2)o1	-2	-5	-7	.	.	3	-1	-10	0.2	10	-12
C=CCN(C(=O)CNC(=O)c1ccco1)C(C(=O)NC1CCCCC1)c1ccccc1F (configuration not stated)	5	-4	-3	-4	18	4	-2	-6	3.5	-105	-11

The results go on:
SMILES	MC4R antagonist	TLR9-MyD88 inh	ABHD5-PLIN5 inh	NCOA2 inhibitor	COUP-TFII inh	LMP1 NFkB inh	NCOA1 inh	NCOA3 inh	MC4R ag barr	NOD2-RIPK2 inh	NR5A2 inv ag
CC(=O)c1ccc(S(=O)(=O)N(C)CCCC(=O)N(C)Cc2ccccc2F)cc1	12	-9	-5	7	-1	9	3	9	0.8	3	-7
Brc1ccc(-c2csc(N/N=C/c3ccco3)n2)cc1	3	-3	-2	-25	-20	-31	-7	-19	-3.7	8	-16
CCOC(=O)c1[nH]c2ccccc2c1NC(=O)CN1CCCCC1	3	6	0	8	-3	0	-4	13	-1.8	-2	18
Cc1ccc(S(=O)(=O)c2c(N)n(CCN3CCOCC3)c3nc4ccccc4nc23)cc1C	15	7	-5	6	8	-3	-18	11	-2.0	9	4
